# Bim-Bcl-2 – inhibitors of Bim-Bcl-2 interaction, human; AID 950; inhibition, % at 10 µM; P10415; Bead-based flow cytometry, Bim peptide-Bcl-2 binding; hit rate 0.06% among 190,000; in the data active means inhibition above about 40%;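 further: 0% = no compound wells with probe peptide and 100% = reference peptide inhibitor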
# Target sequence (P10415 whole entry, looked up): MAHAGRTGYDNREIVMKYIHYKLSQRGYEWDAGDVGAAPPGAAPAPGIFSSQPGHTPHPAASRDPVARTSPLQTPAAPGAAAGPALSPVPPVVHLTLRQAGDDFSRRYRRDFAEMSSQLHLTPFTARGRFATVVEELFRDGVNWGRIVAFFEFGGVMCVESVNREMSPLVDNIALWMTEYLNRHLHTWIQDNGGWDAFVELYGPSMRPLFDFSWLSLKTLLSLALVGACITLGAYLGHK
# HRas wt GTP bind – modulators of GTP binding to human HRas wildtype | GTP binding activity, % at 10 µM | hit rate 0.14% among 190,000 | GST-Ras wt beads, Bodipy-FL-GTP binding, flow cytometry; actives lie on both sides | P01112 | AID 759;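 active means GTP binding activity at least 20% away from the 100% baseline, either lowered as inhibitor or raised as activator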;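 further: 0% = unlabeled GTP competition control and 100% = no-compound control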
# Target sequence (P01112 whole entry, looked up): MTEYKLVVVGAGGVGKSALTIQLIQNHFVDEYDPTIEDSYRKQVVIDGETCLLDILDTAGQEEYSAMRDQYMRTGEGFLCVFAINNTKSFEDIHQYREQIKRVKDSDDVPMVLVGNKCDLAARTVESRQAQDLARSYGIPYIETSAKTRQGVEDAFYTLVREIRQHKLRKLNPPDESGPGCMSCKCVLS
# Rac1 mut GTP – modulators of GTP binding to human Rac1 activated mutant | P63000 | percent activity (GTP binding), % at 10 µM | GST-Rac1 activated beads, fluorescent GTP binding, flow cytometry; actives lie on both sides; 100% means binding = to untreated wells | hit rate 0.11% among 190,000;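 active means GTP binding at least 20 percentage points away from the 100% baseline, in either direction, so actives lie on both sides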
# Cdc42 wt GTP – changes GTP binding to wildtype human Cdc42; P60953; GST-Cdc42 beads, Bodipy-GTP binding, flow cytometry; actives lie on both sides; percent activity (GTP binding), % at 10 µM; hit rate 0.2% among 190,000;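 active means percent activity GTP binding at least 20 points away from the 100% baseline, either down as inhibitor or up as activator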;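 further: median bead fluorescence of bound Bodipy-FL-GTP at 100 nM; 0% = excess unlabeled GTP control and 100% = no compound control; below 100% means less GTP binding so inhibitor and above means activator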
# Target sequence (P60953 whole entry, looked up): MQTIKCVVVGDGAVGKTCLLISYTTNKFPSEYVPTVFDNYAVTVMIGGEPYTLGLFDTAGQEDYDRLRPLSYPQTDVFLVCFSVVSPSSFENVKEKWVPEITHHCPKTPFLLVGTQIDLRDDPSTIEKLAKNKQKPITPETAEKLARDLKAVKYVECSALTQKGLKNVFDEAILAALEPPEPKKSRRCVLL
# Rab7 wt modul – alters GTP binding to wildtype dog Rab7 | GST-Rab7 beads, fluorescent GTP binding, flow cytometry; actives lie on both sides; untreated = 100%, excess cold GTP = 0% | AID 758 | GTP binding activity (percent of control), % at 10 µM | hit rate 0.055% among 190,000;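 active means fluorescent GTP binding to Rab7 beads changed by at least 20 points from the 100% baseline, either direction, mostly lower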;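 further: median green fluorescence of bound Bodipy-FL-GTP per Rab7 bead population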
# Bcl-XL Bim block – disrupts Bim peptide binding to human Bcl-XL | hit rate 0.04% among 190,000 | bead flow cytometry, fluorescence | inhibition, % at 10 µM | Q07817 | AID 1007
# Target sequence (Q07817 whole entry, looked up): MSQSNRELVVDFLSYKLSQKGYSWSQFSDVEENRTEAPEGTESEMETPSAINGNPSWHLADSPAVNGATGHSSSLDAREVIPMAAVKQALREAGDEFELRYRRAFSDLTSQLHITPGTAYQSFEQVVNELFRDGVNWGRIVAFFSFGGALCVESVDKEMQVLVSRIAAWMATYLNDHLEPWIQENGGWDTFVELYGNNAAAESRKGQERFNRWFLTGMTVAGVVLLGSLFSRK
# Bim-Bcl-W – human Bim-Bcl-W interaction inhibition; bead-based flow cytometry, Bim peptide-Bcl-W binding; inhibition, % at 10 µM; hit rate 0.02% among 190,000;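 further: 0% = bound tracer without compound and 100% = peptide blocker; higher means less fluorescent Bim peptide bound to Bcl-W beads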
# Target sequence (Q92843 whole entry, looked up): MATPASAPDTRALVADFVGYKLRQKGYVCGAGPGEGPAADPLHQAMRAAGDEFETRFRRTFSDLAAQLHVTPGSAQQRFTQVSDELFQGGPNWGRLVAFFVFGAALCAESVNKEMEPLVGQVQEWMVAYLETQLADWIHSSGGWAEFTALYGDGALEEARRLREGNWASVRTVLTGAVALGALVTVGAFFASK
# Bcl-B Bim block – human Bim-Bcl-B interaction inhibition. Q9HD36. bead-based flow cytometry, Bim peptide-Bcl-B binding. inhibition, % at 10 µM. hit rate 0.073% among 190,000. AID 951;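 further: 0% = tracer peptide without compound and 100% = reference inhibitor peptide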
# Bim-Bfl-1 – human Bim-Bfl-1 interaction inhibition | Bead-based flow cytometry, Bim-Bfl-1 binding inhibition | AID 1008 | hit rate 0.12% among 190,000 | Q16548 | inhibition, % at 10 µM;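 further: 0% = wells without compound plus tracer and 100% = blocker peptide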
# Rab2A wt mod – changes GTP binding to wildtype dog Rab2A, up or down; GTP binding activity, % at 10 µM; P61105; hit rate 0.19% among 190,000; AID 760; GST-Rab2 wt beads, Bodipy-GTP binding, flow cytometry;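 active means GTP binding activity at least 20 points away from 100%, either lowered or raised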;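 further: 0% = beads with excess unlabeled GTP and 100% = no-compound control corrected for plate trend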
# Rac1 wt GTP bind – modulators of human Rac1 wildtype GTP binding; AID 757; GTP binding activity (% of control), % at 10 µM; GST-Rac1 beads, fluorescent GTP binding, flow cytometry; actives lie on both sides; 0 = cold GTP competed, 100 = untreated; hit rate 0.27% among 190,000; P63000;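 active means GTP binding activity at least 20 points away from the 100% control level, either lower or higher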
# * hit, by the source's call. Unless noted, no stated cut-off is given here; in the data, active means inhibition above about 40%.
SMILES,Bim-Bcl-2,HRas wt GTP bind,Rac1 mut GTP,Cdc42 wt GTP,Rab7 wt modul,Bcl-XL Bim block,Bim-Bcl-W,Bcl-B Bim block,Bim-Bfl-1,Rab2A wt mod,Rac1 wt GTP bind
C/C(=N\NC(=O)c1ccc(CN2CCc3ccccc3C2)cc1)c1ccccc1O,-4.0,93.0,84.0,82.0,101.0,-5.0,-2.0,-5.0,-5.0,87.0,91.0
O=C(CNC(=O)c1ccccc1F)N/N=C/c1cc(Br)ccc1OCc1ccccc1,-6.0,105.0,100.0,103.0,99.0,-13.0,-9.0,-14.0,-8.0,101.0,103.0
O=C(CCCCn1c(=O)c2ccccc2n(Cc2ccccc2F)c1=O)NC1CCN(Cc2ccccc2)CC1,-4.0,100.0,101.0,104.0,99.0,-3.0,-6.0,-1.0,-1.0,99.0,102.0
CC(C)CNC(=O)COc1ncnc2ccccc12,-7.0,101.0,98.0,100.0,99.0,-9.0,0.0,-7.0,-8.0,101.0,102.0
CC(OC(=O)c1cc(=O)[nH]c2ccccc12)c1ccccc1 (stereo not given),-2.0,103.0,101.0,103.0,102.0,0.0,0.0,0.0,0.0,102.0,101.0
Cn1cc(/C=N/NC(=O)c2ccc(C#N)cc2F)c2ccccc21,-2.0,96.0,94.0,95.0,105.0,-1.0,0.0,0.0,-4.0,100.0,98.0
CCOC(=O)c1c(N)sc(C(=O)N(CC)CC)c1C,-2.0,98.0,94.0,96.0,103.0,-1.0,-2.0,-4.0,-5.0,99.0,95.0
Cc1ccc(C2CC(c3ccccc3)n3ncnc3N2)cc1 (stereo not given),-8.0,100.0,96.0,100.0,99.0,-1.0,0.0,-4.0,-10.0,100.0,100.0
CC1CC(C)CN(C(=O)c2ccccc2Nc2ccc(SC(F)F)cc2)C1 (stereo not given),-2.0,100.0,101.0,105.0,100.0,-4.0,-2.0,2.0,0.0,99.0,102.0
Cc1ccccc1C(=O)Nc1ccc(C(=O)N/N=C/c2ccc(F)cc2)cc1,-2.0,94.0,98.0,97.0,92.0,-11.0,-8.0,0.0,1.0,97.0,93.0
COc1ccc2[nH]c(C)c(CCN(Cc3cccs3)C(=S)Nc3ccccc3)c2c1,-9.0,103.0,101.0,103.0,99.0,-5.0,2.0,-6.0,-10.0,102.0,110.0
O=C(N/C(=C\c1ccc2c(c1)OCO2)C(=O)N1CCOCC1)c1cccs1,-8.0,104.0,102.0,109.0,104.0,-2.0,2.0,-6.0,-11.0,105.0,107.0
CC(C)CN1C(=O)C(=O)N(CC(=O)NCc2ccc3c(c2)OCO3)C1=O,-15.0,101.0,98.0,106.0,100.0,-7.0,2.0,-19.0,-15.0,99.0,110.0
Cc1cccc(-n2cnc3cc(C(=O)N4CCCCC4)ccc32)c1,-16.0,102.0,101.0,105.0,98.0,-13.0,-7.0,-14.0,-20.0,102.0,105.0
CC1CCc2c(nc3ncnn3c2N2CCN(c3ccccc3)CC2)C1 (stereo not given),-12.0,99.0,97.0,101.0,102.0,-9.0,-3.0,-6.0,-23.0,95.0,99.0
COc1ccccc1C(=O)Nc1cc2ccccc2oc1=O,-4.0,104.0,103.0,106.0,102.0,-10.0,4.0,-5.0,-13.0,103.0,109.0
CCn1c(=O)c(C(=O)CN2CCN(S(=O)(=O)c3cc(C)ccc3C)CC2)c(N)n(Cc2ccccc2)c1=O,0.0,102.0,103.0,100.0,104.0,-1.0,0.0,0.0,0.0,100.0,102.0
CCOC(=O)CCNC(=O)Nc1ccc2nc(C)n(Cc3cccc(Cl)c3)c(=O)c2c1,1.0,94.0,94.0,95.0,93.0,-2.0,-1.0,-4.0,-8.0,93.0,97.0
NC(=O)c1c(NC(=S)Nc2ccc(F)cc2)sc2c1CCCC2,-4.0,91.0,92.0,92.0,92.0,-4.0,-5.0,-10.0,-2.0,93.0,94.0
Cc1nn(-c2ccc(F)cc2)c(C)c1CN1CCN(CCc2ccccc2)C(CCO)C1 (stereo not given),0.0,99.0,98.0,98.0,96.0,-5.0,-4.0,-10.0,-2.0,98.0,97.0
OCCNc1ncnc2c1sc1nc(N3CCOCC3)c3c(c12)CCC3,0.0,91.0,94.0,91.0,91.0,3.0,0.0,-1.0,-3.0,86.0,94.0
O=C(CSc1ncnc2c1oc1ccccc12)Nc1ccccc1C(F)(F)F,2.0,101.0,99.0,100.0,101.0,-1.0,-2.0,0.0,-1.0,100.0,102.0
S=C(Nc1ccccc1Cl)NC1CCCCCC1,-5.0,96.0,97.0,96.0,103.0,-4.0,-6.0,-4.0,0.0,99.0,98.0
COC(=O)c1c(CSc2ccc(Cl)cc2)noc1C(=O)NCc1ccco1,-9.0,100.0,96.0,100.0,99.0,-15.0,0.0,-8.0,-15.0,100.0,104.0
O=S(=O)(c1ccc(NCC2CCCCC2)nc1)N1CCOCC1,-3.0,101.0,99.0,101.0,98.0,-2.0,1.0,-2.0,-2.0,101.0,101.0
# The list continues.
SMILES,Bim-Bcl-2,HRas wt GTP bind,Rac1 mut GTP,Cdc42 wt GTP,Rab7 wt modul,Bcl-XL Bim block,Bim-Bcl-W,Bcl-B Bim block,Bim-Bfl-1,Rab2A wt mod,Rac1 wt GTP bind
c1cncc(Nc2nc(-c3cccnc3)cs2)c1,-7.0,101.0,97.0,101.0,102.0,-14.0,0.0,-4.0,-10.0,101.0,101.0
COc1ccc(CNC(=O)C2CCC(CNc3c(N4CCOCC4)c(=O)c3=O)CC2)cc1 (stereo not given),-6.0,101.0,99.0,99.0,102.0,-4.0,2.0,-5.0,-9.0,101.0,105.0
CCN(CC)CCNC(=O)C(=O)NCC1OCCN1S(=O)(=O)c1ccc([N+](=O)[O-])cc1 (stereo not given),-6.0,100.0,99.0,101.0,101.0,-7.0,-6.0,-5.0,-1.0,99.0,105.0
CCOC(=O)CN(C(=O)CSc1nnc(CNc2ccc(F)cc2)n1CC)c1ccc(F)cc1,3.0,95.0,91.0,94.0,91.0,-1.0,-1.0,0.0,0.0,93.0,93.0
Cn1cc(CN2CC3C[C@@H]4CC2C[C@H](C3)C4)c(-c2ccc3c(c2)OCCO3)n1,-1.0,93.0,93.0,91.0,98.0,-5.0,-3.0,-3.0,2.0,97.0,94.0
Cc1ccc(OCCn2cc(/C=C(\C#N)C(=O)NCC3CCCO3)c3ccccc32)cc1C (stereo not given),1.0,99.0,102.0,98.0,96.0,0.0,0.0,3.0,-4.0,101.0,102.0
CC(=O)c1c(C(C)=O)c(C)n(-c2cccc([N+](=O)[O-])c2)c1C,0.0,100.0,99.0,99.0,98.0,-9.0,-1.0,-5.0,1.0,99.0,104.0
O=C(O)CCC(=O)Nc1ccccc1Oc1ccccc1,-5.0,95.0,93.0,92.0,99.0,0.0,-2.0,0.0,2.0,95.0,94.0
CC(C)c1ccc(OCC(=O)Nc2cccc3c2CCCC3)cc1,-2.0,97.0,97.0,96.0,98.0,-2.0,-1.0,0.0,2.0,98.0,95.0
Cc1n[nH]c(=S)n1/N=C/c1ccc(Br)o1,-1.0,103.0,101.0,104.0,95.0,1.0,2.0,-13.0,3.0,103.0,103.0
COc1cc(OC)cc(-c2cc3nc(C)cc(N4CCN(C(=O)c5ccco5)CC4)n3n2)c1,3.0,95.0,93.0,94.0,98.0,2.0,0.0,3.0,2.0,93.0,94.0
Cc1ccc2c(c1)c1c(n2CC(O)Cn2ccnc2C)C(=O)CCC1 (stereo not given),19.0,99.0,100.0,101.0,102.0,3.0,6.0,-4.0,17.0,101.0,101.0
CC1CCc2c(sc(NC(=O)Cn3nc(C(F)(F)F)c4c3CCCCC4)c2C#N)C1 (stereo not given),-6.0,103.0,99.0,105.0,107.0,-1.0,-3.0,-8.0,-1.0,102.0,103.0
CCN(CC)S(=O)(=O)c1cccc(C(=O)Oc2cccc(NC(=O)c3cccs3)c2)c1,-5.0,95.0,97.0,99.0,101.0,-1.0,-2.0,0.0,-1.0,96.0,97.0
CC(=O)N(Cc1cccnc1)Cc1cc2ccc(C)cc2[nH]c1=O,-4.0,102.0,104.0,108.0,96.0,-5.0,0.0,-6.0,-12.0,101.0,109.0
Cc1ccc(C(C(=O)NC2CCCCC2)N(C(=O)Cc2c[nH]c3ccccc23)c2ccccc2)o1 (stereo not given),1.0,94.0,91.0,88.0,92.0,-3.0,8.0,7.0,7.0,93.0,99.0
CCCC1(c2ccccc2)NC(=O)N(CC(=O)Nc2sc(-c3ccccc3)cc2C(=O)OCC)C1=O (stereo not given),-10.0,96.0,95.0,98.0,95.0,-2.0,0.0,-7.0,-15.0,93.0,96.0
CN(CC(=O)Nc1cccnc1)S(=O)(=O)c1cc(Cl)ccc1Cl,-7.0,103.0,99.0,102.0,102.0,-13.0,2.0,-7.0,-13.0,102.0,103.0
COc1cccc(NC(=S)NC2CC3CCCC(C2)N3CC(C)C)c1 (stereo not given),-3.0,98.0,97.0,101.0,100.0,-2.0,-2.0,-3.0,-5.0,99.0,102.0
COc1ccc(C2CC(C(F)(F)F)n3ncc(C(=O)Nc4cccc(O)c4)c3N2)cc1OC (stereo not given),-4.0,90.0,90.0,87.0,92.0,0.0,-1.0,0.0,3.0,89.0,91.0
COc1cccc(/C=N/n2c(-c3ccco3)nc3ccccc3c2=O)c1,-8.0,98.0,98.0,101.0,99.0,-3.0,2.0,-5.0,-9.0,98.0,101.0
Cc1ccc(CNC(=O)CSc2nc3c(sc4ccccc43)c(=O)n2CCCN2CCCC2)cc1,-4.0,100.0,93.0,100.0,96.0,-2.0,-6.0,-6.0,-3.0,99.0,102.0
CCCN(CCC)C(=O)Cn1c(=O)n(CCC(=O)NCCc2ccccc2)c(=O)c2ccccc21,-8.0,99.0,96.0,99.0,100.0,-3.0,0.0,-7.0,-10.0,98.0,101.0
CC(C)(C)[C@H]1C=C(C(=O)N2CCOCC2)O[C@@H](OCc2ccc(CO)cc2)C1,-4.0,95.0,95.0,97.0,98.0,-2.0,-2.0,-6.0,-3.0,96.0,98.0
CN(C)c1nc(NS(=O)(=O)c2ccc(Cl)cc2)nc(N(C)C)n1,-3.0,103.0,98.0,104.0,98.0,-2.0,-2.0,3.0,-5.0,103.0,102.0
O=C(Cn1c(=O)n(CC2CCCO2)c(=O)c2ccccc21)c1ccc(Cl)c(Cl)c1 (stereo not given),-3.0,104.0,102.0,105.0,104.0,-2.0,1.0,0.0,-1.0,105.0,107.0

# Four records drawn at random from the list so far, as already listed:
SMILES,Bim-Bcl-2,HRas wt GTP bind,Rac1 mut GTP,Cdc42 wt GTP,Rab7 wt modul,Bcl-XL Bim block,Bim-Bcl-W,Bcl-B Bim block,Bim-Bfl-1,Rab2A wt mod,Rac1 wt GTP bind
CCCC1(c2ccccc2)NC(=O)N(CC(=O)Nc2sc(-c3ccccc3)cc2C(=O)OCC)C1=O (stereo not given),-10.0,96.0,95.0,98.0,95.0,-2.0,0.0,-7.0,-15.0,93.0,96.0
c1cncc(Nc2nc(-c3cccnc3)cs2)c1,-7.0,101.0,97.0,101.0,102.0,-14.0,0.0,-4.0,-10.0,101.0,101.0
Cc1ccccc1C(=O)Nc1ccc(C(=O)N/N=C/c2ccc(F)cc2)cc1,-2.0,94.0,98.0,97.0,92.0,-11.0,-8.0,0.0,1.0,97.0,93.0
Cc1cccc(-n2cnc3cc(C(=O)N4CCCCC4)ccc32)c1,-16.0,102.0,101.0,105.0,98.0,-13.0,-7.0,-14.0,-20.0,102.0,105.0

# Source: PubChem BioAssay
